# MrgX1 ag = agonists of human MrgX1 receptor | Q96LB2 | MrgX1-HEK293 cells, Fluo-4 calcium fluorescence, agonist mode; stronger effect = higher value | B-score at 10 µM | 310,000 tested, 0.44% active | AID 588627;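 active = calcium response B-score plate-corrected fluorescence ratio at least 3 library SD, with starting fluorescence B-score inside 5 SD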
# Target sequence (Q96LB2 whole entry, looked up): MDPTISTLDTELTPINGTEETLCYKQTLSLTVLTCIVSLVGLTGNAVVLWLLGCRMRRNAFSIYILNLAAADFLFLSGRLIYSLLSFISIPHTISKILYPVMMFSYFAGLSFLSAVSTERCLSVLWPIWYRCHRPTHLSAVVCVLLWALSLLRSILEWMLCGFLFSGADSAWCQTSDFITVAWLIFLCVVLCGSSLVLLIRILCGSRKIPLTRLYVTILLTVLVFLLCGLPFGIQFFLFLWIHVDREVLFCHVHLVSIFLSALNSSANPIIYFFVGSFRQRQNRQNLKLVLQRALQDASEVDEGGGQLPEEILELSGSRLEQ
#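 Material: HEK293 cells stably expressing human MrgX1 receptor | Quantity: 15,000 cells per well | Times: Cells plated overnight, dye loaded 0.5 h 37 °C, 0.5 h room temperature | Measured by: Kinetic Fluo-4 NW fluorescence of intracellular calcium | Control set: Positive and negative controls per plate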
# hERG protect = compounds protecting human hERG from proarrhythmic drug block | Q12809 | CHO-hERG, FluxOR thallium flux, dofetilide IC70 present | activation (rescue from dofetilide block), less the hit threshold, % at 10 µM | 310,000 tested, 0.51% active | AID 1511;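 active = activation above the mean of controls blocked by dofetilide plus 5 SD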;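 also: thallium influx through hERG after potassium depolarization seen as dye fluorescence rise; in these data hits start at about 4.7%; inactives centre near -7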
# MrgX1 PAM = allosterically activates human MrgX1 receptor signaling; AID 588675; MrgX1-HEK293, Fluo-4 calcium flux, FDSS; stronger effect = higher value; 310,000 tested, 0.63% active; Q96LB2; B-score at 10 µM;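 active = plate-corrected calcium response at least 3 library SD above typical, normal starting fluorescence, not activating the receptor alone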;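 also: compound read alongside a low EC10 to EC30 dose of BAM8-22 agonist; peak minus trough fluorescence over baseline measured at the second addition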
# RGS4 pot = RGS4 potentiation or activation | AID 463111 | B-score at 10 µM | 310,000 tested, 0.92% active | HEK293 M3R/inducible RGS4, carbachol calcium flux Fluo4; stronger effect = lower value;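 active = B-score of the integrated calcium signal more than 4 SD below the library mean, with starting fluorescence not abnormally high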;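 also: negative B-score means reduced calcium response which marks RGS4 activation or potentiation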
#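 test system = HEK293 cells with stable M3R and inducible RGS4 | schedule = recording 10 s baseline at 1 Hz, 100 s post-agonist | technique = Fluo4-AM (2 µM) calcium-flux fluorescence, kinetic read | measure = Agonist-evoked peak-minus-minimum fluorescence over baseline, integrated ratio, B score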
# KCNK3 inh = human KCNK3 channel inhibition, primary screen. AID 602410. 340,000 tested, 0.84% active. B-score at 10 µM. O14649. CHO-KCNK3 thallium flux, FluxOR fluorescence; stronger effect = lower value;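 active = B-score under library mean minus 4 SD, starting fluorescence ratio at most library mean plus 5 SD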;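 also: more negative B-score means stronger inhibition of thallium flux through KCNK3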
# KCNQ1 act = human KCNQ1 channel potentiation or activation; P51787; CHO-K1 KCNQ1, thallium flux FluxOR fluorescence; stronger effect = higher value; 310,000 tested, 0.35% active; B-score at 10 µM; AID 2648;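 active = fluorescence ratio B-score, a plate-corrected score, at least three library SD, with initial intensity B-score within 5 SD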
#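 System: CHO-K1 cells stably expressing KCNQ1 / Medium: assay buffer for compound exposure, DMSO matched across wells / Reagent: thallium- and potassium-containing depolarizing buffer / Compound: one concentration, matched DMSO / Incubation: 20 min compound pretreatment at room temperature / Measured by: kinetic FluxOR fluorescence, 10 s baseline plus 110 s post-stimulus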
# TMEM16A inh = mouse TMEM16A channel inhibition, primary screen. 310,000 tested, 1.2% active. normalized B-score (activity score, 25-100; higher = stronger inhibition) at 10 µM. HEK293 TMEM16A/YFP iodide influx fluorescence, ionomycin;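 active = ratio plate-corrected score three or more library SD toward inhibition, starting fluorescence score within five deviations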;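 also: score derived from kinetic fluorescence span divided by baseline fluorescence per well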
# KCNK9 block = inhibitors of human KCNK9 two-pore domain potassium channel. HEK293 KCNK9, FluxOR thallium flux fluorescence; stronger effect = lower value. B-score at 10 µM. 310,000 tested, 1.2% active;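 active = ratio B-score over 3 SD below the library mean, with starting fluorescence within 5 SD of its mean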;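 also: negative B-score means less thallium flux so channel inhibition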
# Target sequence (Q9NPC2 whole entry, looked up, the tested form may be a part): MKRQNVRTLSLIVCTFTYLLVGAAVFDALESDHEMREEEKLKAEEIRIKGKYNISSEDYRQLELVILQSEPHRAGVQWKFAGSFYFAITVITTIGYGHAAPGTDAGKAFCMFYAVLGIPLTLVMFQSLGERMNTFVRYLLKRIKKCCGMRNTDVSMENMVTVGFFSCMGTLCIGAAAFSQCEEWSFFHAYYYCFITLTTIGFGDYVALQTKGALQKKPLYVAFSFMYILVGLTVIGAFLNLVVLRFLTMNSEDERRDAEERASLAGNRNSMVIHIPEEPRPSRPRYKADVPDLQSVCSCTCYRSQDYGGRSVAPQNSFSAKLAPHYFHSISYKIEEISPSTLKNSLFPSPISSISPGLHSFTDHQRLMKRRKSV
# RGS4 block = human RGS4 inhibition; P49798; 310,000 tested, 0.45% active; B-score at 10 µM; HEK293 M3R/RGS4 inducible, Fluo-4 calcium flux; stronger effect = higher value; triggered by carbachol at its EC20;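 active = B-score, a plate-corrected calcium signal, over three deviations above library mean, with baseline fluorescence within five deviations of library mean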;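 also: RGS4 expression induced by doxycycline in cells with stable M3 receptor; B-score is computed from the integrated fluorescence ratio over baseline after carbachol; higher B-score means a larger calcium signal and so more RGS4 inhibition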
# Target sequence (P49798 whole entry, looked up): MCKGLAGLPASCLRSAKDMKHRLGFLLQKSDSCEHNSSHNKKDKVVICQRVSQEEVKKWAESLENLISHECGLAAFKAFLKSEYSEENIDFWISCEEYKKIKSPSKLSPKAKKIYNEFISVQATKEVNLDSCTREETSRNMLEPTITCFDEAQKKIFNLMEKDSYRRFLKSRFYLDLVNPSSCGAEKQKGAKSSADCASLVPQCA
# KCNQ1 block = blocks the human KCNQ1 potassium channel. 310,000 tested, 1.3% active. AID 2642. P51787. CHO-K1 KCNQ1, FluxOR thallium flux fluorescence; stronger effect = higher value. B-score at 10 µM;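 active = compounds whose thallium flux B-score, printed positive for inhibition, exceeds three library SD while starting fluorescence stays within three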;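 also: channel opened by potassium depolarization with thallium stimulus after 20 min compound exposure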
# TMEM16A act = mouse TMEM16A channel activation, primary screen. Q8BHY3. HEK293 TMEM16A/YFP-H148Q/I152L, iodide quench fluorescence; stronger effect = lower value. B-score at 10 µM. 340,000 tested, 0.3% active;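 active = fluorescence-ratio B-score plate-corrected deviation score at least 3 library SD below zero, with starting fluorescence score within 5 deviations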;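 also: channel opened by trigger with iodide after compound preincubation; score built on the fluorescence ratio of max minus min over baseline; more negative score means more quench and so TMEM16A activation or potentiation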
# Starred values were filed as active, the others as inactive; i = inactive; / = not tested or not shown.
compound | MrgX1 ag | hERG protect | MrgX1 PAM | RGS4 pot | KCNK3 inh | KCNQ1 act | TMEM16A inh | KCNK9 block | RGS4 block | KCNQ1 block | TMEM16A act
O=C(CSc1nnc(-c2ccco2)o1)NC1CCCCC1 | i | -3 | i | i | i | i | i | i | i | i | i
Cn1c(=O)[nH]c(=O)c2c1nc(CN1CCN(c3ccccc3F)CC1)n2CCc1ccccc1 | i | -11 | i | i | i | i | i | i | i | i | i
O=C(CN1C2=NCCCN2c2ccccc21)c1ccc(Br)s1 | i | -7 | i | i | i | i | i | i | i | i | i
Cc1nc2c(nnn2Cc2ccccc2Cl)c(=O)[nH]1 | i | -6 | i | i | i | i | i | i | i | i | i
CCOc1ccc(C(=O)N(CN2CCCC2=O)c2ccc(C)cc2)cc1 | i | -3 | i | i | / | i | i | i | i | i | /
CC(/C=N/NC(=O)c1ccc(Cn2cc([N+](=O)[O-])cn2)o1)=C\c1ccccc1 | i | -10 | i | i | i | i | i | i | i | i | i
CCC(=O)N1CCc2cc(S(=O)(=O)NCCC(=O)NCc3ccccc3Cl)ccc21 | i | -7 | i | i | i | i | i | i | i | i | i
CCN(C(=O)CCN1C(=O)c2ccccc2C1=O)C1CCCCC1 | i | -3 | i | i | i | i | i | i | i | i | i
CCOc1ccc(C2NC(=O)NC(C)=C2C(=O)OCc2ccccc2)cc1 (centres undefined) | i | -11 | i | i | i | i | i | i | i | i | i
COC(=O)C(C)Oc1ccc(Cc2ncc(C(F)(F)F)cc2Cl)cc1 (centres undefined) | i | -6 | i | i | i | i | i | i | i | i | i
COC(=O)c1ccc(N2CCCCC2)c(NS(=O)(=O)c2ccc(C)cc2)c1 | i | -6 | i | i | i | i | i | i | i | i | i
O=C(CSc1nc2ccccc2s1)c1cc2ccccc2o1 | i | -8 | i | i | i | i | i | i | i | i | i
CCCn1c(N)cc(=O)n(CCC)c1=O | i | -21 | i | i | i | i | i | i | i | i | i
CCOC(=O)N1N=C(c2ccccc2)CC1(O)C(C)(F)F (centres undefined) | i | -13 | i | i | i | i | i | i | i | i | i
Clc1ccc(-c2nnc(-c3ccccc3)c(-c3c[nH]c4ccccc34)n2)cc1 | i | -10 | i | i | i | i | i | i | i | i | i
O=C1c2ccccc2C(Nc2ccc(Cl)cn2)N1Cc1ccccc1 (centres undefined) | i | -10 | i | i | i | i | i | i | i | i | i
CCCCNC(=O)CSc1nc2ccc(C)cc2[nH]1 | i | -9 | i | i | i | i | i | i | i | i | i
CCCCC(=O)NNC(=S)NC(=O)c1ccc(C)cc1 | 150* | -7 | i | i | i | i | i | i | i | i | i
COc1cc(C(=O)OCC(=O)c2c(N)n(C)c(=O)n(C)c2=O)ccc1OCCC(C)C | i | -3 | i | i | i | i | i | i | i | i | i
O=S(=O)(N/N=C/c1ccc(OC2CSC2)cc1)c1ccccc1 | i | -14 | i | i | i | i | i | i | i | i | i
CCS(=O)(=O)Nc1ccc(C2=NN(S(=O)(=O)CC)C(c3cccs3)C2)cc1 (centres undefined) | i | -4 | i | i | i | i | i | i | i | i | i
CCc1ccc(N(CC(=O)NC2CCCCC2)C(=O)CNC(=O)c2ccco2)cc1 | i | -5 | i | i | i | i | i | i | i | i | i
Cc1ccc(S(=O)(=O)N(C)C)cc1NC(=O)CCNC(=O)c1ccccc1Cl | i | -4 | i | i | i | i | i | i | i | i | i
Cn1cccc1Cc1nnc(SCC(=O)Nc2ccccc2F)n1CCc1ccccc1 | i | -11 | i | i | i | i | i | i | i | i | i
Cc1nc(N2CCOCC2)c2c(C)c(C(=O)Nc3ccc(F)cc3F)sc2n1 | i | -9 | i | i | i | i | i | i | i | i | i
COc1ccc(C(=O)CN2C(=O)NC3(CCc4ccccc43)C2=O)cc1 (centres undefined) | i | -11 | i | i | i | i | i | i | i | i | i
CCOC(=O)Nc1cc(OC)c(OC)cc1Cc1nccc2cc(OC)c(OC)cc12 | i | -4 | i | i | i | i | i | i | i | i | i
O=C(c1ccccc1-c1nc(-c2ccccc2)no1)N1CCOCC1 | i | -8 | i | i | i | i | i | i | i | i | i
CC(C)(C(=O)c1ccccc1)/[N+]([O-])=C/c1ccccc1 | i | -5 | i | i | i | i | i | i | i | i | i
CCC(O)(CCN1CCCCC1)c1ccccc1 (centres undefined) | i | -5 | i | -7* | i | i | i | i | i | i | i

compound | MrgX1 ag | hERG protect | MrgX1 PAM | RGS4 pot | KCNK3 inh | KCNQ1 act | TMEM16A inh | KCNK9 block | RGS4 block | KCNQ1 block | TMEM16A act
CCOc1ccc(C(C)=O)cc1CN1C(=O)NC(C)(C2CC2)C1=O (centres undefined) | i | -5 | i | i | i | i | i | i | i | i | i
COC(=O)c1ccc(C(c2c(N)n(Cc3ccccc3)c(=O)n(C)c2=O)N2CCOCC2)cc1 (centres undefined) | i | -11 | i | i | i | i | i | i | i | i | i
CN1CCN(CCCNC(=O)c2ccc(Cn3c(=S)[nH]c4ccc(Br)cc4c3=O)cc2)CC1 | i | -15 | i | i | i | i | i | i | i | i | i
CCC(Sc1ccc(Cl)cc1)C(=O)Nc1nnc(-c2cccc([N+](=O)[O-])c2)s1 (centres undefined) | i | -11 | i | i | i | i | i | i | i | i | i
COc1cc(NC(=O)c2ccc(COCC(F)(F)F)cc2)cc(OC)c1OC | i | -4 | i | i | i | i | i | i | i | i | i
CNC(=O)c1ccsc1NC(=O)c1ccccc1 | i | -13 | i | i | i | i | i | i | i | i | i
O=C(Nc1ccccc1)c1cccc(S(=O)(=O)Oc2ccc([N+](=O)[O-])cc2)c1 | i | -13 | i | i | i | i | i | i | i | i | i
CC(C)c1ccc(OCC(=O)NNC(=S)NC(=O)C2CC2)cc1 | i | -17 | i | i | i | i | i | i | i | i | i
CC(C)(C)NC(=O)COC(=O)Cc1ccc(Cl)cc1 | i | -2 | i | i | i | i | i | i | i | i | i
Cc1cccc(-c2n[nH]c(S(C)(=O)=O)c2C#N)c1 | i | -10 | i | i | i | i | i | i | i | i | i
O=C(N/N=C/c1c[nH]c2ccccc12)c1ccccc1O | i | -14 | i | i | i | i | i | i | i | i | i
C=CC1=C(C(=O)O)N2C(=O)C(NC(=O)Cc3ccccc3)C2SC1 (centres undefined) | i | -3 | i | i | i | i | i | i | i | i | i
Cc1ccc(C)c(NC(=O)c2c(Cl)nc3ccccn23)c1 | i | -3 | i | i | i | i | i | i | i | i | i
COc1ccccc1NC(=O)c1sc2nc(Cc3ccccc3)cc(C(F)(F)F)c2c1N | i | -8 | i | i | i | i | i | i | i | i | i
CCCc1n(CC)c2ccccc2[n+]1CC(O)COC1CCCCC1 (centres undefined) | i | -6 | i | i | i | i | i | i | i | i | i
COc1ccc(C2=CC(=O)CC(c3ccc(F)cc3)C2)cc1 (centres undefined) | i | -11 | i | i | i | i | i | i | i | i | i
O=C(CN1CCCCC1)NCCNC(=O)CN1CCCCC1 | i | -7 | i | i | i | i | i | i | i | i | i
Cc1ccc(C)c(NC(=S)NNC(=S)Nc2ccc(C(C)C)cc2)c1 | i | -17 | i | i | i | i | i | i | i | i | i
CCOC(=O)N1CCC(NC(=O)c2cc(S(=O)(=O)N3CCCC3)cn2C)CC1 | i | -13 | i | i | i | i | i | i | i | i | i
COc1ccc(C)cc1-n1nnnc1SCC(=O)N1CCC(C(=O)Nc2nccs2)CC1 | i | -24 | i | i | i | i | i | i | i | i | i
Cc1ccc(CC(CC(=O)O)C(=O)Nc2ccc(Cl)cc2)cc1 (centres undefined) | i | -7 | i | i | i | i | i | i | i | i | i
CC(C(=O)c1ccccc1)n1cnc2ccccc2c1=O (centres undefined) | i | -12 | i | i | i | i | i | i | i | i | i
CNC(=O)c1oc(-c2ccc(Cl)cc2)nc1C | i | -1 | i | i | i | i | i | i | i | i | i
CCCCOc1cccc(C(=O)O)c1 | i | -4 | i | i | i | i | i | i | i | i | i
CCOC1(NC(=O)c2ccccc2)C(C)=CC(=O)C=C1C | i | -14 | i | i | i | i | i | i | i | i | i
COc1ccc(/C=C/C(=O)c2c(O)c(OC)c3occc3c2OC)cc1 | / | -1 | / | i | i | i | / | i | i | i | i
CCC(=O)Nc1nc(CC(=O)Nc2ccccc2)cs1 | i | -8 | i | i | i | i | i | i | i | i | i
Cc1cc(C)cc(C(=O)NCC(=O)N2CCN(C(c3ccccc3)c3ccccc3)CC2)c1 | i | -17 | i | i | i | i | i | i | i | 6* | i
Cc1nn(C(=O)CNC(=O)c2ccccc2)c(C)c1C | i | 8.0* | i | i | i | i | i | i | i | i | i
COc1cccc(NC(=O)CSc2nnc(-c3cc(-c4ccccn4)nc4ccccc34)o2)c1 | i | -6 | i | i | i | i | i | i | i | i | i

compound | MrgX1 ag | hERG protect | MrgX1 PAM | RGS4 pot | KCNK3 inh | KCNQ1 act | TMEM16A inh | KCNK9 block | RGS4 block | KCNQ1 block | TMEM16A act
CCNS(=O)(=O)c1cc(S(C)(=O)=O)ccc1Cl | i | 1 | i | i | i | i | i | i | i | i | i
CCN(CC)C1CC(=O)N(c2cccc(C)c2)C1=O (centres undefined) | i | -12 | i | i | / | i | i | i | i | i | /
CCSc1nc(NCCN(C)C)c2c3c(sc2n1)COC(C)(CC)C3 (centres undefined) | i | -9 | i | i | i | i | i | i | i | i | i
Cc1onc(-c2c(F)cccc2Cl)c1C(=O)OCC(=O)NC1CC1 | i | -2 | i | i | i | i | i | i | i | i | i
Cc1cccc(NC(=O)c2cnn3ccccc23)c1C | i | -9 | i | i | i | i | i | i | i | i | i
C=CCN=C1CCCc2c1[nH]c1ccc(C)cc21 | i | -15 | i | i | i | i | i | i | i | 6* | i
Cc1cccc(C(=O)NC2CCN(C(=O)Nc3ccc(F)cc3)CC2)c1 | i | -6 | i | i | i | i | i | i | i | i | i
Cc1ccc(-c2cc(-c3ccccc3O)nc(N/N=C/c3cccnc3)n2)cc1 | i | -1 | i | i | i | i | i | i | i | i | i

# Source: PubChem BioAssay (Johns Hopkins Ion Channel Center)
